Assay outcomes (PubChem)
TAAR1 antag = human TAAR1 antagonists, primary screen, Fluo-8 calcium fluorescence, CHO RD-HGA16 cells; antagonist; inhibition, % at 3 µM; 360,000 compounds, 1.5% hits;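 active = inhibition above a per-plate cutoff, the mean inhibition of test compounds on that plate plus 3 SD, cut at about 49% in these data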;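 note: 0% = DMSO plus EC80 beta-PEA response and 100% = DMSO alone without agonist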
Target sequence (Q96RJ0 whole entry, looked up): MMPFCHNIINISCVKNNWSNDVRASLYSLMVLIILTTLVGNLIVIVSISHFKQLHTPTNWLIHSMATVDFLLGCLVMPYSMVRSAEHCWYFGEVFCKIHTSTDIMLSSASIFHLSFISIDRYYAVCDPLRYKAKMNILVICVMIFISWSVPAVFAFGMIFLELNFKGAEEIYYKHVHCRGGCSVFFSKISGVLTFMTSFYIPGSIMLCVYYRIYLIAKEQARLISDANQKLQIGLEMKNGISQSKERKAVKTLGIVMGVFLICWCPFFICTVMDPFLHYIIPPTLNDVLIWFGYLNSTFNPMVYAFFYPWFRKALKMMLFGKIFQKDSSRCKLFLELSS
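System: CHO RD-HGA16 cells bearing hTAAR1. Reagent: EC80 β-phenethylamine stimulus. Schedule: seeding 17-24 h prior, 75-min 37 °C, 30-min RT dye loading. Signal: Fluo-8 intracellular calcium dye fluorescence, real-time kinetic reads. Read-out: % inhibition from peak post-agonist over basal fluorescence ratio. Benchmarks: vehicle wells and EC80 agonist wells. Replicates: n of 1.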
CHO-K1 Ca antag = nonselective inhibitor or artifact in parental CHO-K1 cells | ATP-induced calcium, Fluo-8 fluorescence | inhibition, % at 3 µM | 360,000 compounds, 0.6% hits | AID 602250;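 active = inhibition above a per-plate cutoff, the plate's mean sample inhibition plus 3 SD, cut at about 24% in these data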;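 note: 0% = DMSO plus EC80 ATP and 100% = DMSO alone without ATP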
M1 PAM = human M1 muscarinic receptor positive allosteric modulators, primary screen, CHO-K1 cells, Fluo-8 calcium fluorescence, 1536-well. Muscarinic acetylcholine receptor M1 (Homo sapiens), P11229. CHO-K1 hM1, ACh EC20; 0% = ACh EC20, 100% = maximal ACh. activation, % at 3 µM. 360,000 compounds, 0.088% hits. AID 588819, 2011; in the data active = activation above about 19%, passing the limit was not always enough
Target sequence (P11229 whole entry, looked up): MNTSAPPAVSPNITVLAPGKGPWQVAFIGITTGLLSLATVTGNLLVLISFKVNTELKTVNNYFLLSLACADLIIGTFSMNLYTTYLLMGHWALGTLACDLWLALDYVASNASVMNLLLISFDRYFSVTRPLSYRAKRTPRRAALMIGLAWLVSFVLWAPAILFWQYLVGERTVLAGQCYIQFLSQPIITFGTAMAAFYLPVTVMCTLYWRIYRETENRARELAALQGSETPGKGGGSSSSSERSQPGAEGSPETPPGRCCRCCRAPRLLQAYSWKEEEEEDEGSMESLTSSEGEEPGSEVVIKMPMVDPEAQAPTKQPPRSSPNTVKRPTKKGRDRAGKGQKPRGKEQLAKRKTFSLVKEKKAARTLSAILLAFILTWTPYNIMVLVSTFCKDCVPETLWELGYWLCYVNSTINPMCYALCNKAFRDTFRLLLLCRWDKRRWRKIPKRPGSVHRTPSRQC
TAAR1 agonist = human TAAR1 agonists, primary screen, Fluo-8 calcium fluorescence, CHO RD-HGA16 cells; vehicle wells 0%, saturating PEA agonist 100%; 360,000 compounds, 0.99% hits; activation, % at 3 µM;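 active = activation above the mean activation of all test compounds in the run plus 3 SD, cut at about 38% in these data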
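System: CHO-derived RD-HGA16 cells with stable Gα16 and human TAAR1 / Times: 17-24 h plating, Fluo-8 75 min 37 °C, 30 min RT / Technique: calcium-sensitive Fluo-8 signal, excitation 470-495, emission 515-575 nm / Measure: % activation relative to PEA EC100 response / Benchmarks: DMSO and PEA EC100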
CHRM1 agonist = human M1 muscarinic receptor agonists, primary screen, Fluo-8 calcium fluorescence, CHO-K1 cells, HTS; CHO-K1 hM1, agonist mode; 0% DMSO, 100% acetylcholine EC100; AID 588814, 2011; activation, % at 3 µM; 360,000 compounds, 0.33% hits;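 active = activation above the run's mean compound activation plus 3 SD, cut at about 16% in these data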;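 note: peak over basal fluorescence ratio within a 140 s kinetic read after compound addition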
CHO-K1 Ca PAM = nonselective calcium activators in parental CHO-K1 cells, primary screen, counter-screen for M1 PAM project, cell-based, Fluo-8 calcium fluorescence, full deck, 1536-well; ATP EC20; 0% at ATP EC20, 100% at ATP max; activation, % at 3 µM; 360,000 compounds, 0.02% hits;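 active = activation above the run cutoff, the mean activation of all test compounds plus 3 SD, cut at about 40% in these data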;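 note: peak over basal fluorescence ratio in a 140 s read after ATP addition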
CHRM1 antagonist = human M1 muscarinic receptor antagonists, primary screen, CHO-K1 cells, Fluo-8 calcium fluorescence, 1536-well; Muscarinic acetylcholine receptor M1 (Homo sapiens), P11229; CHO-K1 hM1, ACh EC80 antagonist; inhibition, % at 3 µM; 360,000 compounds, 1.3% hits; AID 588852, 2011;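 active = percent inhibition above its own plate's cutoff, namely the mean of that plate's compound wells plus 3 SD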;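 note: peak over basal fluorescence ratio during 140 s after agonist addition; 0% = ACh EC80 plus DMSO and 100% = DMSO alone without agonist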
CHO-K1 Ca ag = counter-screen for M1 agonists: effect in parental CHO-K1 cells | 360,000 compounds, 0.48% hits | AID 602248, 2012 | activation, % at 3 µM | Fluo-8 calcium fluorescence; scaled to maximal ATP response, vehicle zero; in the data active = activation above about 15%;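 note: untransfected CHO-K1 host cells lacking M1 receptor as counterscreen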
CHO parental Ca = ATP-evoked calcium signal inhibitors, parental CHO, primary screen, counter-screen for OX1R antagonist project, cell-based, fluorescence, Fluo-8 calcium dye | parental CHO-K1, ATP-induced calcium, Fluo-8 fluorescence | inhibition, % at 5.6 µM | 330,000 compounds, 0.63% hits;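 active = inhibition above that plate's mean sample inhibition plus 3 SD, cut at about 26% in these data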;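 note: 0% = ATP-challenged DMSO wells and 100% = DMSO wells without ATP; some compounds past the cut are filed as inactive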
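Assay system – parental CHO cells · Reagent – ATP stimulus · Detection – intracellular calcium via Fluo-8 no-wash fluorescent dye · Evaluation – percent inhibition of ATP-evoked calcium rise, normalized to controls · Controls – ATP wells versus no-ATP DMSO wells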
Active calls of the source: *; nt = not tested or not shown.

SMILES	TAAR1 antag	CHO-K1 Ca antag	M1 PAM	TAAR1 agonist	CHRM1 agonist	CHO-K1 Ca PAM	CHRM1 antagonist	CHO-K1 Ca ag	CHO parental Ca
CCCN1C(=O)c2ccccc2NC1c1ccc(Cl)cc1 (stereo unspecified)	5.6	-6.4	2.1	3.5	-6.0	-16.4	-11.2	1.3	-27.8
COc1ccc(Cn2c(-c3ccc(OC)cc3)n[nH]c2=S)cc1	-11.8	-5.5	10.6	2.9	-3.6	16.8	-17.8	1.1	-8.7
CCn1cc(C(=O)N[C@@H](C)C(=O)NCCO)c(=O)c2cc3c(cc21)OCO3	-25.0	-2.7	-0.5	3.5	-2.3	-1.3	-1.6	1.0	2.7
CCC(C)c1ccccc1NC(=O)COc1ccc(-n2cnnn2)cc1 (stereo unspecified)	5.0	1.9	14.9	-2.6	2.4	-16.1	-5.2	-0.1	-16.1
CCn1c(=O)c(C(=O)Nc2ccccc2C)c(O)c2ccccc21	-2.8	-24.5	14.6	16.8	-1.3	21.6	-17.1	0.4	-9.0
C/C(N)=C(/C#N)C(=O)COC(=O)C(c1ccccc1)c1ccccc1	-1.3	-8.1	3.6	0.6	-3.0	-4.7	3.3	1.6	-16.5
CSCC[C@H](NC(=O)NCc1cccs1)C(=O)O	15.9	0.6	11.0	2.5	-1.6	12.8	-11.2	0.2	8.1
Cc1cccc(C(=O)OCC(=O)N(C)CC(=O)Nc2ccc(Cl)c(C(F)(F)F)c2)c1	-21.6	-10.2	-6.2	0.8	-3.4	4.1	13.3	0.8	-10.9
CC(C)(C)OC(=O)N1CCCC1C(=O)NCCc1ccccc1 (stereo unspecified)	6.2	3.6	-3.1	4.0	-3.7	3.7	8.4	0.2	-8.1
Cc1ccc(S(=O)(=O)N2CCN(CC(=O)N(CC(C)C)c3c(N)n(CC(C)C)c(=O)[nH]c3=O)CC2)c(C)c1	-8.7	-1.9	6.1	0.1	-4.0	9.3	-8.5	0.4	-7.0
CCOC(=O)C1=NNC(C(=O)c2ccccc2)C1c1ccc(OC)cc1 (stereo unspecified)	-3.2	0.1	-2.8	-0.9	-7.0	-1.7	-7.5	-0.2	-9.0
COc1ccc(CN(CC(=O)NCc2ccc(F)cc2)C(=O)CCC(=O)Nc2ccccn2)cc1	25.6	-11.3	2.4	5.7	-3.0	10.9	-7.4	2.1	-5.0
Cc1cc(C(=O)CSc2nc3ccc(Cl)cc3[nH]2)c(C)n1Cc1ccco1	8.9	-1.8	0.1	1.5	0.5	4.9	2.9	9.8	-4.5
COc1ccc(N2C(=O)c3ccc(C(=O)OC(C)C)cc3C2=O)cc1	13.8	-6.9	3.9	4.7	0.1	13.3	-9.2	0.1	-7.4
COC(=O)C1=C(C)N(Cc2ccccc2)C(=NCCc2cccnc2)N[C@H]1c1ccccc1	nt	8.9	0.0	nt	-5.9	3.9	-6.0	0.7	-12.3
CCOC(=O)c1c(C)nc(C)c(C(=O)OCC)c1-c1ccco1	0.6	-1.6	12.9	0.1	-3.6	-7.5	-18.9	0.2	-1.3
CCOC(=O)C1=CNS(=O)(=O)NC1c1ccc(OC(C)=O)cc1 (stereo unspecified)	-62.3	-18.7	6.5	6.8	-2.0	19.4	-8.9	-0.4	2.4
Cc1ccc(NC(=O)NCCCl)cc1S(=O)(=O)N1CCOCC1	-4.4	-7.4	15.4	0.8	-3.0	11.9	-21.0	0.3	-3.4
Cc1c(C)[n+](=O)c(-c2ccco2)c(C)n1[O-]	-13.9	1.1	3.6	6.1	-1.3	-1.0	-0.5	0.1	-9.5
NS(=O)(=O)c1ccc(CCNS(=O)(=O)c2cccc3nsnc23)cc1	-17.7	6.7	-2.2	1.9	-2.6	-14.3	4.6	-0.2	0.0
Cc1ccsc1/C=N/NC(=O)CNC(=O)c1ccco1	12.2	-13.7	7.7	3.5	-3.9	11.2	-4.6	1.0	7.9
O=C(CCc1ccc(S(=O)(=O)NC2CCCCC2)cc1)NCc1ccc(Cl)cc1	10.9	-0.8	3.3	19.4	-1.2	12.8	1.8	1.8	-10.2
COCc1cc(=O)[nH]c(-c2ccc(C(F)(F)F)cc2)n1	-9.8	9.8	17.5	0.2	2.7	-0.3	-16.9	-0.3	5.5
CCc1ccc(-c2nnn(CCC#N)n2)cc1	3.5	1.9	8.2	1.9	-11.1	20.4	-2.6	12.3	-2.6
CC(C)Cc1ccc(C(=O)Nc2ccc(Cc3ccncc3)cc2)o1	31.3	-7.9	-6.0	2.5	-6.8	18.1	-5.5	6.8	nt
Cc1cc(-c2nnc(CCC(=O)N3CCN(Cc4cccc(F)c4)CC3)o2)c(C)o1	-1.6	0.4	-2.9	-2.1	-6.2	-13.0	15.6	-0.1	-29.1
C=CCN1C(=O)C(Cc2ccc(F)cc2)S/C1=N/N=C/c1cccs1 (stereo unspecified)	30.4	6.0	-0.8	3.6	-2.2	-3.9	-31.7	0.0	-16.8
CC(=O)N(C)C[C@@H]1Oc2ncc(C#Cc3ccc(F)cc3)cc2C(=O)N([C@@H](C)CO)C[C@H]1C	1.4	-16.3	10.7	4.2	-2.1	19.4	-14.2	1.0	nt
COc1ccc(OC)c(NC(=O)c2ccccc2NS(=O)(=O)c2cccc3cccnc23)c1	-5.4	-12.3	12.4	1.8	-1.2	28.5	-12.7	1.5	-8.6
O=C(NCC(c1ccco1)N1CCCC1)c1cccc(NS(=O)(=O)c2ccc(Br)cc2)c1 (stereo unspecified)	0.8	-10.3	-23.3	4.6	-6.8	6.4	50.3*	1.6	-11.5
CN1C[C@@H](CO)O[C@@H](n2cnc3c(N4CCN(CCO)CC4)ncnc32)C1	-9.7	-8.8	2.2	0.8	-4.5	15.7	-5.5	0.6	nt
O=C(Nc1ccccc1C(=O)N1CCCC1)C1CCN(c2ncccn2)CC1	10.1	-3.8	-3.3	5.8	-2.4	5.8	-0.9	0.1	-15.4
Cc1noc(C)c1COc1ccccc1C(=O)N1CCN(S(=O)(=O)c2ccccc2C#N)CC1	18.2	-12.1	0.4	0.8	-7.1	2.2	1.2	0.6	nt
CC(C)O/C(=N/S(=O)(=O)c1ccc(Cl)cc1)c1ccccc1	-30.1	-3.2	6.5	-1.0	-1.8	-7.7	-6.1	0.1	nt
COc1ccccc1N1CCN(C(=O)c2cc3c(=O)n4cccc(C)c4nc3s2)CC1	-6.5	-5.2	8.8	0.0	-6.2	0.2	-8.0	0.1	-15.2
CCCn1c(=S)[nH]c2cc(C(=O)N3CCN(c4ccccc4)CC3)ccc2c1=O	-13.4	-11.2	-0.6	-0.4	-1.2	13.1	-5.0	1.1	nt
Cc1nc(NCC2CCCO2)[nH]c(=O)c1CCC(C)C (stereo unspecified)	-3.8	-1.6	-1.0	3.7	-3.5	11.3	0.8	-0.1	-8.7
CCOC(=O)N1CCN(Cc2cn[nH]c2-c2cc3ccccc3o2)CC1	-4.1	-14.0	-10.7	1.8	-3.1	-7.8	23.4	5.5	-3.1
CCN1C(=O)CC(c2ccccc2)CC1=O	1.1	-7.1	2.9	17.1	-4.1	9.0	0.3	0.5	2.4
CCOc1ccc(NC(=O)C(CC)n2nc(C)c3c(C)n(-c4ccccc4)nc3c2=O)cc1 (stereo unspecified)	-36.7	-15.7	15.2	-3.9	-5.7	17.2	-23.1	-1.6	-35.5
COc1ccccc1NC(=O)CN1C(=O)COc2ccc(S(=O)(=O)N3CCOCC3)cc21	-22.4	-7.2	8.6	2.2	-2.3	-12.0	-7.7	0.5	-15.0
Cc1nc(-c2cccc(Cl)c2)n[nH]1	-26.4	17.4	-1.5	1.9	-3.2	-21.4	4.9	3.3	-5.3
CCOc1c(Br)cc(C(=O)Nc2cccc(S(=O)(=O)N3CCOCC3)c2)cc1OC	-8.2	-4.3	-3.7	2.5	-3.0	-4.1	-6.3	2.2	nt
Cc1noc(C)c1S(=O)(=O)Nc1ccc2c(c1)C(=O)N([C@H](C)CO)C[C@H](C)[C@@H](CN(C)C(=O)Nc1ccc3c(c1)OCO3)O2	-7.6	-9.8	8.4	0.3	-0.4	-9.5	-10.3	-0.5	-13.1
FC(F)Oc1ccc(NC(=S)NC2CCSc3ccccc32)cc1 (stereo unspecified)	19.4	20.2	-23.7	3.0	0.1	-4.1	86.9*	14.6	nt
O=C(O)CN1C(=O)NC2(CCOc3ccccc32)C1=O (stereo unspecified)	-5.0	-14.3	4.2	-0.2	-2.8	8.5	-25.1	0.5	-1.9
Cc1cccc(C)c1NC(=O)CS(=O)CC(=O)Nc1ccc(F)cc1F (stereo unspecified)	7.5	-7.8	9.1	5.9	0.4	16.9	-10.7	0.0	-5.4
COc1ccc(Nc2c([N+](=O)[O-])ccc3c2=NC2(CCCCC2)N=3)cc1	-27.6	-15.6	4.2	-2.1	-7.7	16.9	-0.5	-0.8	-16.6
COc1cccc(NC(=O)C2C3C=CC4(O3)C2C(=O)N(CCCN2CCCCC2)C4C(=O)NC2CCCCC2)c1 (stereo unspecified)	-3.5	12.7	9.2	5.2	-0.8	9.2	6.2	0.0	-3.9
CSCCC(NC(=O)c1cccc(S(=O)(=O)N2CCOCC2)c1)C(=O)Nc1ccc(F)cc1 (stereo unspecified)	4.3	-9.8	-1.6	-3.6	-9.0	5.2	-16.4	-0.5	-3.3
Nc1ccc(C(=O)N2CCN(S(=O)(=O)c3ccc(Br)cc3)CC2)cc1[N+](=O)[O-]	28.5	7.2	1.4	13.5	-2.1	1.3	-1.0	1.6	-13.9
Cc1ccc(SC2CC(=O)N(c3ccc4c(c3)OCCO4)C2=O)cc1 (stereo unspecified)	-7.3	5.3	-14.3	5.4	-12.8	17.4	11.6	1.4	-18.8
Cc1ccc(-c2nnn(CC(=O)NC3CC4CCC3C4)n2)cc1 (stereo unspecified)	2.6	0.1	-2.9	4.7	-3.7	6.7	-4.7	0.6	-20.5
COCCNC(=O)c1cc(-c2ccc(Cl)c(Cl)c2)on1	4.1	-4.3	-0.2	0.6	-1.8	23.3	-1.8	1.1	3.7
